Screening results as filed in PubChem.
VIM-2 inh: blocks Pseudomonas aeruginosa VIM-2 metallo-beta-lactamase. purified VIM-2, nitrocefin hydrolysis, epi-absorbance fluorescence. inhibition, % at 5.6 µM. 290,000 tested, 0.89% active. AID 1527;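 active = inhibition above the mean of all tested compounds plus 3 SD, cutoff set per screening run, cut at about 7.5% in these data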;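 also: red hydrolysis product quenches plate fluorescence so inhibitors raise well fluorescence; 0% = enzyme with DMSO and 100% = DMSO without enzyme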
NALP1 inh: blocks the NALP1 inflammasome reconstituted in yeast; S. cerevisiae NALP1/ASC/caspase-1 growth, X-gal OD620, 72 h; inhibition, % at 10 µM; 280,000 tested, 0.61% active; AID 2071; in the data active = inhibition mostly above about 24%, no sharp cut-off; inactive = mostly below about 32%; also: some compounds called inactive have numbers as strong as hits
IDE cell inh: inhibits human insulin-degrading enzyme in HEK cells; P14735; FAbetaB cleavage, fluorescence polarization; 320,000 tested, 0.41% active; inhibition, % at 5.59 µM;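 active = percent inhibition above the average of all tested compounds plus 3 SD, set per screening campaign, cut at about 16% in these data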;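 also: IDE supplied by intact live HEK cells; FP after avidin binding of uncleaved biotin substrate so inhibition keeps polarization high; 0% = DMSO wells and 100% = 60 µM reference IDE inhibitor Ii1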
Target sequence (P14735 whole entry, looked up): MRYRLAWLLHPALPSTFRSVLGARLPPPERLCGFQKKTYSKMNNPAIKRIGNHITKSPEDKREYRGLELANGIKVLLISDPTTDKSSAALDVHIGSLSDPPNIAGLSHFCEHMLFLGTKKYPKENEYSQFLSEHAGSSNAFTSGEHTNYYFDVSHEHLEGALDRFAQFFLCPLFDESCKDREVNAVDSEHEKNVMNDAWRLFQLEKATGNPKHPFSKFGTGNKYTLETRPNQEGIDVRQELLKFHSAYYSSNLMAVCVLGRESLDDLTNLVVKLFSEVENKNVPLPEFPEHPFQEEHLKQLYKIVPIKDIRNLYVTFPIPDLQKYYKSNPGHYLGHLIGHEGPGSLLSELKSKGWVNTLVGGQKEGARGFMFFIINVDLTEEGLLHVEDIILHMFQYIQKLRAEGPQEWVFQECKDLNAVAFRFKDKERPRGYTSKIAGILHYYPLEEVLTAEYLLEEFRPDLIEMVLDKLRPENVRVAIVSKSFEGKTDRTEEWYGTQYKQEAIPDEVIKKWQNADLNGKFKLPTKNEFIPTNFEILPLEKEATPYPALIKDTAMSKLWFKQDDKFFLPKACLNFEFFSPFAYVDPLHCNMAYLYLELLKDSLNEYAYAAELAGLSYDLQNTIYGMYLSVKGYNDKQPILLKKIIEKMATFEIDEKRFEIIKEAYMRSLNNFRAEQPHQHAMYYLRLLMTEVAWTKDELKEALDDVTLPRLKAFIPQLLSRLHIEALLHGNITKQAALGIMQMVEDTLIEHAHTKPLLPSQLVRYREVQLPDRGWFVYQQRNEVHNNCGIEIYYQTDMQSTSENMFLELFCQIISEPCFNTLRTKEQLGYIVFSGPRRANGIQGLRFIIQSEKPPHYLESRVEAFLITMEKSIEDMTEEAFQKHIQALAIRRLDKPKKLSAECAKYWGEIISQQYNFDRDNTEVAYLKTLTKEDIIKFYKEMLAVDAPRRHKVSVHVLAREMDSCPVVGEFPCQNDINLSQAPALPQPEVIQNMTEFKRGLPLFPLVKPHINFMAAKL
GPR7 antagonist: antagonists of human GPR7 (neuropeptides B/W receptor 1). GPR7-expressing cells, fluorescence antagonist assay. inhibition, % at 4.4 µM. 290,000 tested, 1.1% active. AID 1861; in the data active = inhibition above about 16%, passing the limit was not always enough;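 also: cells stimulated with the agonist NPW; 0% = agonist with vehicle and 100% = vehicle without agonist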
M18AAP inhibitor: blocks P. falciparum M18 aspartyl aminopeptidase; recombinant PfM18AAP, H-Glu-NHMec fluorogenic cleavage; inhibition, % at 7.35 µM; 290,000 tested, 1.2% active;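 active = inhibition above the campaign mean inhibition over all tested compounds plus 3 SD, cut at about 28% in these data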;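 also: 0% = plate median of test compound wells and 100% = 2 mM ZnCl2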
IDE act: boosts human insulin-degrading enzyme activity in HEK cells; P14735; FAbeta-B cleavage, fluorescence polarization; 0% vehicle, 100% cell-free pure enzyme wells; activation, % at 5.96 µM; 340,000 tested, 0.073% active; AID 493087;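 active = activation above the mean of all tested compounds plus 3 SD, set per screening campaign, cut at about 17% in these data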
IMP-1 inhibitor: blocks Pseudomonas aeruginosa IMP-1 metallo-beta-lactamase; purified IMP-1, nitrocefin hydrolysis, epi-absorbance fluorescence; inhibition, % at 5.6 µM; 290,000 tested, 0.45% active; AID 1556;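 active = inhibition above the mean plus 3 SD of all compounds in the same screening run, cut at about 4.5% in these data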;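 also: 0% = IMP-1 with DMSO and 100% = DMSO wells lacking enzyme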
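System: Purified recombinant IMP-1 metallo-beta-lactamase enzyme | Measured by: Fluorescence quenching readout, ex 480/em 530 nm | Replication: Singlicate | Incubation: 15 min preincubation plus 25 min reaction at 25 °C | Evaluation: Percent inhibition from optical density relative to buffer-blank wells | Benchmarks: DMSO with and without IMP-1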
PHOSPHO1 block: blocks human PHOSPHO1 phosphatase activity | inhibition, % at 13.3 µM | 290,000 tested, 1.1% active | Q8TCT1 | recombinant PHOSPHO1, absorbance phosphatase assay; in the data active = inhibition above about 60%
p-CIP stab down: lowers stability of the mouse p/CIP coactivator protein. decrease of EGFP signal, % at 10 µM. AID 1984. Q05BA5. 290,000 tested, 0.01% active. F442A p/CIP-EGFP cells, EGFP fluorescence, 16 h;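 active = EGFP signal decrease of at least 30% at 10 µM or well 3 SD below plate mean, unless failing retest; inactive = the rest, including hits failing retest or dose response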; also: some compounds called inactive have numbers as strong as hits; many of its hits are not listed in these tables
Active calls of the source: *; . = no result given.

SMILES	VIM-2 inh	NALP1 inh	IDE cell inh	GPR7 antagonist	M18AAP inhibitor	IDE act	IMP-1 inhibitor	PHOSPHO1 block	p-CIP stab down
O=C(CSc1ccccc1C(=O)NCc1ccccc1)NC12CC3CC(CC(C3)C1)C2	-1.0	25	-10	-3	-4	-10	-4.3	16	-3
CCCC(=O)OC(C(=O)Nc1cc(C(F)(F)F)ccc1Cl)c1ccccc1 (stereo not drawn)	-2.0	26	2	-12	-8	4	-3.2	-2	-18
CC(=O)C1=C(O)C(=O)N(Cc2cccnc2)C1c1ccc(C)cc1 (stereo not drawn)	-1.3	-12	.	-7	4	.	-2.4	-10	-14
CCOC(=O)c1sc2nc(C3CC3)cc(-c3ccc(OC)cc3)c2c1N	-2.4	3	7	-2	-3	1	-2.8	74*	-2
CCOC(=O)c1ccc(NC(=O)CC2C(=O)N(c3ccc(F)cc3)C(=O)N2CCC(C)C)cc1 (stereo not drawn)	-4.9	-13	-4	-2	-3	0	-6.2	-7	-5
COc1ccc(S(=O)(=O)N2CCC(C)CC2)cc1N(C)S(=O)(=O)c1ccccc1	-2.3	5	7	-4	-2	-1	-2.1	13	5
C=CCn1c(SCc2ccc3c(c2)OCO3)nc2scc(-c3ccco3)c2c1=O	-1.1	13	3	7	-1	-4	-1.1	43	3
CCn1c(SCC(N)=O)nnc1-c1ccco1	-4.0	13	-1	-8	1	1	-1.9	-1	1
COC(=O)c1cccc(N2C(=O)C(Cl)=C(N3CCOCC3)C2=O)c1	-2.1	30	0	-8	8	-2	-1.2	30	9
Cc1cc(C(=O)Nn2cnnc2)cs1	-1.3	14	-1	-6	26	2	-2.3	-26	-10
O=P(OC1CCCCC1)(OC1CCCCC1)C(O)c1ccccc1 (stereo not drawn)	-2.9	10	0	9	7	-1	-3.1	0	-7
O=C(c1ccc(-n2cncn2)c([N+](=O)[O-])c1)N1CCN(S(=O)(=O)c2ccc(Cl)cc2)CC1	-1.5	12	-1	-15	2	-2	-2.4	38	-3
Nc1nc(SCC(=O)c2cc(F)ccc2F)n[nH]1	0.6	-16	4	9	1	8	-1.5	44	4
Clc1cc(Sc2ccc(Br)cc2)nnc1-c1ccccc1	-0.6	10	-2	0	-14	2	-0.1	-19	1
Cc1ccc(NC(=O)/C(C#N)=C/c2cn(CC(=O)NCc3ccco3)c3ccccc23)cc1C	-1.6	24	0	2	3	3	-1.5	33	-5
O=C(CSc1nnc2c(Cl)cc(Cl)cn12)N1CCOCC1	-1.7	0	3	-6	-4	-1	-4.3	6	-3
N/C(=N\OC(=O)C1CCCCC1)c1cccc(Br)c1	-2.3	3	2	-9	5	-4	-1.4	48	2
COc1ccc(S(=O)(=O)Nc2cc(C)nn2-c2ccccc2)cc1	-1.4	-2	0	-10	-1	3	-4.5	-4	-1
S=C(NC1CCCCC1)NN(c1ccccc1)c1ccccc1	0.2	46	-3	6	-8	2	-0.8	-21	-1
O=C(O)c1ccc(N=Nc2c(O)[nH]c3cc(Cl)ccc23)cc1	-0.5	.	13	-20	3	-37	-1.7	-44	-54
c1ccc(-n2c(SCc3nc(-c4cccs4)no3)nnc2-c2ccco2)cc1	0.0	7	-2	7	9	-7	-1.2	-27	-5
COc1cc(/C=N/Nc2ccccn2)cc(OC)c1O	-1.4	8	8	2	16	5	-2.8	-29	5
CCC(=O)Nc1ccc(S(=O)(=O)N2CCc3ccccc32)cc1	-2.9	6	3	5	5	1	-5.2	35	-8
CCOC(=O)CCNC(=O)N1CCCC(Cc2ccccc2)(C(=O)OCC)C1 (stereo not drawn)	-2.5	4	-2	-15	4	-1	-2.4	19	-8
CCOC(=O)C1(C)Oc2ccc(S(=O)(=O)CC)cc2NC1=O (stereo not drawn)	-0.3	7	1	-6	5	-2	-2.9	37	0

The list continues:
SMILES	VIM-2 inh	NALP1 inh	IDE cell inh	GPR7 antagonist	M18AAP inhibitor	IDE act	IMP-1 inhibitor	PHOSPHO1 block	p-CIP stab down
CNC(=O)CSc1nnc(-c2ccccc2)n1C	-1.7	-14	-3	-12	0	-4	-3.3	48	-1
Cc1ccc(NC(=S)NCc2cccn2C)cc1	-3.2	22	11	3	-3	-5	-2.5	46	-9
CCC(C)(C(=O)NC1CCCC1)N(C)C(=O)c1ccccn1 (stereo not drawn)	-2.0	4	4	9	-3	9	-3.7	2	1
COc1ccc(S(=O)(=O)CCC(=O)NCCc2cccc(C)c2)cc1	-0.3	-17	11	-5	-1	5	-4.0	-5	-8
COc1cc(-n2nnnc2SCC(=O)N2CCN(c3ccc(F)cc3)CC2)c(OC)cc1Cl	0.7	30	.	14	2	-4	-2.0	-2	-9
COc1cc(Cl)ccc1OCc1cc(C(=O)N(C)CCc2c(C)n[nH]c2C)no1	-4.5	-2	11	-26	-4	2	-4.4	21	-8
COc1ccc(N(CC(=O)NC2CC3CCC2C3)S(=O)(=O)c2ccccc2)cc1OC (stereo not drawn)	1.5	19	-2	2	-10	6	0.8	30	-3
CCn1c(CCNC(=O)c2ccc(OC)cc2)nnc1SCC(=O)Nc1ccccc1F	-2.8	16	2	8	1	3	-3.3	27	3
COc1cc(CC(=O)NCC2CCCCC2)cc(OC)c1OC	-1.3	14	7	-11	-8	3	-3.0	.	-16
O=C(N/C(=C\c1cccnc1)c1nc2ccccc2[nH]1)c1cccc(Br)c1	-2.8	6	-8	-8	5	3	-2.0	-2	-9
COc1ccc(S(=O)(=O)Nc2nc3ccccc3nc2Nc2cccc(C(=O)O)c2)cc1	-1.6	-9	2	-12	8	-5	-4.0	24	-30
CNC(=S)N/N=C/c1c(C)cccc1Cl	-2.9	-3	0	-10	-5	2	-2.4	34	-7
Clc1ccc(-c2cc(COc3ccc4ccccc4c3)no2)cc1	-0.8	0	-5	14	-9	-4	-3.0	7	4
CCCCOCCCNC(=O)Cc1ccccc1OC	-1.9	8	0	0	8	0	-3.2	-1	-9
O=C(c1ccc(N2CCCS2(=O)=O)cc1)N1CCN(c2ccccc2)CC1	-2.6	10	-3	8	3	2	-2.1	44	-10
CC(NC(=O)c1cnc2ccccc2n1)c1ccccc1 (stereo not drawn)	-0.7	13	2	-6	10	4	-3.7	14	-12
CCCc1cc(=O)oc2cc(OCc3cc(OC)c(OC)c(OC)c3)c(Cl)cc12	0.0	-14	0	13	-2	0	-2.0	-32	3
CSCC[C@H](NC(=O)OC(C)(C)C)C(=O)N/N=C/c1cccc2cccnc12	-0.6	-11	-1	-11	11	-1	-2.8	45	0
Oc1ccc(Br)cc1CNc1cnc2ccccc2c1	-1.2	1	1	-9	2	-8	-1.5	34	1
Cc1c(Cl)cccc1NC(=O)CCCCCN1C(=O)CCC1=O	-3.5	9	1	-15	2	0	-4.9	-10	8
Cc1ccc(CCN2C(=O)CCC2(C)C(=O)NC2CCCC2)cc1 (stereo not drawn)	-0.8	25	0	-1	-1	2	2.1	-4	-1
Cc1ccccc1C(=O)NC1CCN(CC(=O)Nc2nccs2)CC1	-4.0	7	4	-10	-5	4	-2.5	35	11
N#Cc1c(-c2ccc(Cl)cc2)ccn2nc(C3CCCCC3)nc12	-5.1	4	2	5	-4	3	-1.2	-13	-6
Cc1cc(CN(C)C(=O)c2ccc3nc(Cc4ccccc4F)oc3c2)n[nH]1	-2.6	1	8	3	-4	-1	-1.7	38	8
CCN(CC)c1ccc(NS(=O)(=O)c2ccc3c(c2)oc(=O)n3C)c(C)c1	1.6	25	-3	-9	29*	3	-7.5	57	-11

Later entries:
SMILES	VIM-2 inh	NALP1 inh	IDE cell inh	GPR7 antagonist	M18AAP inhibitor	IDE act	IMP-1 inhibitor	PHOSPHO1 block	p-CIP stab down
Fc1ccc(Nc2nc3ccccc3s2)cc1	0.1	-4	-7	-12	1	6	-2.7	48	-5
CCS(=O)(=O)N1Cc2ccccc2CC1C(=O)Nc1nc2ccccc2s1 (stereo not drawn)	-3.2	19	-2	3	-5	-2	-6.2	16	-3
CCOc1ccc2nc(NCCNC(=O)Nc3ccccc3)c(C#N)cc2c1	-1.4	-10	-1	-2	6	3	0.0	-34	0
COc1cc(OC)cc(C(=O)NNC(=O)Cc2ccc(OC)c(S(=O)(=O)N3CCOCC3)c2)c1	-0.9	12	1	3	-1	3	-3.4	12	0
CC(C)(C)c1cc(/C=C2\NC(=O)NC2=O)cc(C(C)(C)C)c1O	-2.8	13	0	-27	8	1	-2.6	26	-5
CCOc1cccc2sc(NC(=O)CCS(=O)(=O)c3ccccc3)nc12	-1.4	26	-6	-3	-2	5	-1.0	34	-7
Oc1ccc(Br)cc1/C=N/Nc1ccccn1	-2.2	23	-2	-2	15	1	-2.7	23	13
Cc1cc(NC(=O)CSc2ncnc3sccc23)no1	0.0	1	4	-7	1	2	-2.2	20	-12
Nc1nc(CN2CCN(c3ccc(F)cc3)CC2)nc(N2CCCc3ccccc32)n1	-3.6	-4	4	-17	4	2	-3.3	1	1
Cc1[nH][nH]c(=O)c1C(c1ccc(-c2ccc(C(=O)O)cc2)o1)c1c(C)[nH][nH]c1=O	0.3	-8	.	-6	17	2	-2.6	-3	-4
COc1ccc(C(=O)N/C(=C\c2ccco2)C(=O)NCCCn2ccnc2)cc1	-3.0	19	4	-3	-1	0	-0.3	-1	-9
CC(=O)c1ccc(N2CCN(C(=S)Nc3ccccc3C(F)(F)F)CC2)cc1	2.2	24	-3	-10	-6	-2	-2.9	6	-25
O=C(CSc1nc2c(cnn2-c2ccccc2)c(=O)[nH]1)N1CCOCC1	0.8	13	-1	1	-5	3	-0.7	-26	2
O=C(/C=C/c1cccc(Cl)c1)Nc1ncccn1	-3.1	33	-1	-9	7	0	-4.0	-9	2
c1ccc(N2CCN(Cc3cnc(N4CCOCC4)s3)CC2)cc1	-2.5	7	1	-4	5	-5	-3.2	24	-1

One compound at a time, as listed above:
Entry for Cc1cc(CN(C)C(=O)c2ccc3nc(Cc4ccccc4F)oc3c2)n[nH]1 = VIM-2 inh = -2.6; NALP1 inh = 1; IDE cell inh = 8; GPR7 antagonist = 3; M18AAP inhibitor = -4; IDE act = -1; IMP-1 inhibitor = -1.7; PHOSPHO1 block = 38; p-CIP stab down = 8
Entry for CC(NC(=O)c1cnc2ccccc2n1)c1ccccc1 (stereo not drawn) = VIM-2 inh = -0.7; NALP1 inh = 13; IDE cell inh = 2; GPR7 antagonist = -6; M18AAP inhibitor = 10; IDE act = 4; IMP-1 inhibitor = -3.7; PHOSPHO1 block = 14; p-CIP stab down = -12

6 compounds picked at random from those above, as already listed:
SMILES	VIM-2 inh	NALP1 inh	IDE cell inh	GPR7 antagonist	M18AAP inhibitor	IDE act	IMP-1 inhibitor	PHOSPHO1 block	p-CIP stab down
COc1ccc(C(=O)N/C(=C\c2ccco2)C(=O)NCCCn2ccnc2)cc1	-3.0	19	4	-3	-1	0	-0.3	-1	-9
Cc1cc(NC(=O)CSc2ncnc3sccc23)no1	0.0	1	4	-7	1	2	-2.2	20	-12
COc1cc(OC)cc(C(=O)NNC(=O)Cc2ccc(OC)c(S(=O)(=O)N3CCOCC3)c2)c1	-0.9	12	1	3	-1	3	-3.4	12	0
Fc1ccc(Nc2nc3ccccc3s2)cc1	0.1	-4	-7	-12	1	6	-2.7	48	-5
Oc1ccc(Br)cc1/C=N/Nc1ccccn1	-2.2	23	-2	-2	15	1	-2.7	23	13
CCOc1ccc2nc(NCCNC(=O)Nc3ccccc3)c(C#N)cc2c1	-1.4	-10	-1	-2	6	3	0.0	-34	0
